Assay outcomes deposited in PubChem by NMMLSC.
GRK2 inh – human GRK2 inhibition via aptamer displacement; P25098; bead flow cytometry, FAM-aptamer displacement from GRK2; inhibition of aptamer binding, % at 10 µM; hit rate 0.59% among 330,000;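 active = inhibition of aptamer binding above 40%, roughly 3 SD of noise, on plates passing a quality check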;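 also: median bead fluorescence of bound FAM aptamer so fluorescent compounds give negative values; no value below 0 was filed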
AGP1 TOR yeast – yeast TOR pathway AGP1-GFP modulation | S. cerevisiae AGP1-GFP multiplex flow cytometry, 3 h; GFP as percent of DMSO wells | GFP response vs DMSO, % at 10 µM | hit rate 0.02% among 320,000 | AID 2066;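 active = GFP response relative to DMSO above a set limit, near screen average plus 3 SD, cut at about 150% in these data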;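 also: median GFP channel fluorescence of the gated AGP1 strain per well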
CR mimetic SO – caloric restriction mimetics inhibiting age-related superoxide in yeast; hit rate 0.18% among 330,000; superoxide response (% of plate mean), % at 10 µM; S. cerevisiae aged cells, superoxide DHE fluorescence; hits give low values;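 active = superoxide response under a set limit, about three screen SD below normal, cut at about 65% in these data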;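 also: yeast aged for seven days with compound at 30 °C before DHE staining; 100% = average MFI of all compound-treated wells on the plate with controls excluded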
RPL19A-GFP yeast – alters RPL19A-GFP fluorescence in TOR pathway yeast screen; AID 2025; S. cerevisiae RPL19A-GFP strain, flow cytometry, 3 h; hits give low values; hit rate 0.3% among 330,000; percent response vs DMSO, % at 10 µM;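 active = percent response vs DMSO below 50%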;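 also: median channel GFP fluorescence of the barcoded RPL19A-GFP strain; ratio of sample median GFP to plate DMSO average so 100% = DMSO; lower means less RPL19A-GFP as with rapamycin TOR inhibition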
LAP4-GFP MLPCN – modulators of TOR pathway LAP4-GFP in S. cerevisiae | hit rate 0.34% among 320,000 | GFP response vs DMSO, % at 10 µM | S. cerevisiae LAP4-GFP multiplex, flow cytometry GFP, 3 h; median GFP as percent of DMSO wells;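 active = GFP response vs DMSO above a set limit, about the screen mean plus 3 SD, cut at about 150% in these data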
CIT2 TOR yeast – alters CIT2-GFP fluorescence in TOR pathway yeast screen; S. cerevisiae CIT2-GFP strain, flow cytometry, 3 h; 100 means same as DMSO wells; GFP response vs DMSO, % at 10 µM; hit rate 0.065% among 320,000;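 active = GFP response relative to DMSO above a set limit, near the screen mean plus 3 SD, cut at about 150% in these data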;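 also: ratio of well median GFP fluorescence to mean of DMSO wells on the plate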
MEP2 TOR yeast – yeast TOR pathway MEP2-GFP modulation; S. cerevisiae MEP2-GFP strain, flow cytometry GFP, 3 h; 100% = DMSO control level; hit rate 0.51% among 330,000; GFP response vs DMSO, % at 10 µM;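 active = GFP response versus DMSO above a set limit, roughly screen mean plus 3 SD, cut at about 180% in these data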;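 also: median GFP fluorescence of the barcode-gated MEP2-GFP cells per well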
VLA-4 inh – inhibition in a human VLA-4 binding assay; inhibition, % (about 7 µM as worked out from the volumes in the protocol); AID 2557; VLA-4 expressing cells, ligand binding flow cytometry; P13612; hit rate 0.2% among 330,000; in the data active = inhibition above about 50%
Target sequence (P13612 whole entry, looked up): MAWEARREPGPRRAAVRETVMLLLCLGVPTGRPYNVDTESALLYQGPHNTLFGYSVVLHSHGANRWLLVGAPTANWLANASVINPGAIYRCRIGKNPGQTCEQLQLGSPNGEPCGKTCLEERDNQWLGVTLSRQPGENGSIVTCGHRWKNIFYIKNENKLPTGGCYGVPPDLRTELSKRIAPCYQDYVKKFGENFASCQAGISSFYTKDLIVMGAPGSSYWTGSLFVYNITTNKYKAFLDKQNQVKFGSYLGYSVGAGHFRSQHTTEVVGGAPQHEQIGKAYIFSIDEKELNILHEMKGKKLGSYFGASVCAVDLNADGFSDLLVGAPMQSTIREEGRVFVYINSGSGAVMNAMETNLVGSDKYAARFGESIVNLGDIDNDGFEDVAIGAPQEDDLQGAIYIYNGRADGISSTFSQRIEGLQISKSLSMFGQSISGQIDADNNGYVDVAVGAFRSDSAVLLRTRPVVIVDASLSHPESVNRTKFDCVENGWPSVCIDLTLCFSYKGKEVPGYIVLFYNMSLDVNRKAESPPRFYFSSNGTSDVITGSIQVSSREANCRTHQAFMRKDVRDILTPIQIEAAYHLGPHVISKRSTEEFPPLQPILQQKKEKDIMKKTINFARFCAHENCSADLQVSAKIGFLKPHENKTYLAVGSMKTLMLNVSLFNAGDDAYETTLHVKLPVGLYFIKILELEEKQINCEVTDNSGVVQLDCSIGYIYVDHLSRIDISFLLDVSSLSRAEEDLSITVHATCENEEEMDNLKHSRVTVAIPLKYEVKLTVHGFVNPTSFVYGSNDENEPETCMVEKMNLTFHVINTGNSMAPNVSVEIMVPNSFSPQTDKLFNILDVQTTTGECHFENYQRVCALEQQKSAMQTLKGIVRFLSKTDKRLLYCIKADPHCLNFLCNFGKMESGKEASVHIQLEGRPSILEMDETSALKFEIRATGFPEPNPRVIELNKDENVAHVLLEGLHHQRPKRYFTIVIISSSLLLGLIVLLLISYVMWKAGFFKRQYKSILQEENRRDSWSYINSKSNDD
* hit, by the source's call; . = no result given.

#1 COc1ccc(C)cc1S(=O)(=O)N(CC(N)=O)Cc1ccccc1
#2 Cc1ccccc1C([O-])=Nc1ccc[n+](-c2nc3ccccc3nc2NS(=O)(=O)c2ccccc2)c1
#3 CC1(C)CC(=O)C2=C(C1)N(CC1CCCO1)C(=O)C2(O)C(F)(F)F (stereo unspecified)
#4 COc1ccc(NC(=O)CSc2nc(O)cc(=O)n2-c2ccccc2)cc1
#5 Cc1ccc(NC(=O)Nc2cccc([N+](=O)[O-])c2)cc1F
#6 COc1cc(/C=N/O)cc(Br)c1OCc1cccc(Cl)c1
#7 CCOc1ccc(OCCSc2nc3ccccc3n2CC(=O)O)cc1
#8 COc1ccc(CNC(=O)CCNS(=O)(=O)c2ccc(NC(C)=O)cc2)cc1OC

Screen / compound no. | 1 | 2 | 3 | 4 | 5 | 6 | 7 | 8
GRK2 inh | 2 | 1 | 0 | 2 | 0 | 0 | 1 | 0
AGP1 TOR yeast | 100 | 97 | 103 | 97 | 101 | 100 | 100 | 98
CR mimetic SO | 107 | 99 | 110 | 85 | 106 | 112 | 89 | 77
RPL19A-GFP yeast | 98 | 101 | 100 | 109 | 103 | 99 | 104 | 93
LAP4-GFP MLPCN | 100 | 104 | 91 | 71 | 105 | 128 | 90 | 90
CIT2 TOR yeast | 96 | 102 | 97 | 108 | 102 | 84 | 101 | 84
MEP2 TOR yeast | 99 | 97 | 100 | 97 | 107 | 115 | 101 | 94
VLA-4 inh | -23 | 1 | 5 | 6 | 18 | 0 | 5 | 11

#9 CN(C)S(=O)(=O)c1cccc(NC(=O)c2ccc(N3CCOCC3)c([N+](=O)[O-])c2)c1
#10 CCC(=O)Oc1ccc(NC(=O)c2ccco2)cc1
#11 Clc1ccc2nc(COc3ccccc3)[nH]c2c1
#12 COc1ccccc1N1CCN(CCCNC(=O)Nc2ccccc2)CC1
#13 Cc1ccc(Br)c(NS(=O)(=O)c2cccc(C(=O)N3CCNC(=O)C3)c2)c1
#14 Cc1ccc2c(c1)C(c1ccncc1)=NNC(c1cccnc1)=N2
#15 Cc1[nH]c(=O)[nH]c(=O)c1/C=N/NC(=O)[C@@H](N)CC(C)C
#16 Clc1ccc(Nc2nc3ccccc3n3nnnc23)cc1

Screen / compound no. | 9 | 10 | 11 | 12 | 13 | 14 | 15 | 16
GRK2 inh | 3 | 0 | 1 | 0 | 4 | 0 | 0 | 0
AGP1 TOR yeast | 96 | 93 | 89 | 98 | 96 | 96 | 92 | 97
CR mimetic SO | 92 | 110 | 85 | 98 | 97 | 91 | 102 | 91
RPL19A-GFP yeast | 99 | 90 | 100 | 97 | 99 | 99 | 104 | 100
LAP4-GFP MLPCN | 100 | 101 | 106 | 98 | 98 | 94 | 102 | 99
CIT2 TOR yeast | 100 | 85 | 93 | 96 | 90 | 100 | 101 | 102
MEP2 TOR yeast | 95 | 101 | 94 | 100 | 102 | 95 | 102 | 101
VLA-4 inh | 8 | 6 | 14 | 3 | -5 | -3 | 11 | -26

#17 Cc1cccc(NC(=O)CN2C(=O)S/C(=C\c3ccccn3)C2=O)c1
#18 N#Cc1c(SCC(N)=O)nc2c(c1-c1ccc(O)cc1)CCCC2
#19 C=CCNc1ccc(C(=O)O)cc1
#20 CCOC(=O)CSc1nnc(-c2ccncc2)o1
#21 COc1ccccc1N1CCN(CC(=O)Nc2ccc(-n3cnnn3)cc2)CC1
#22 FC(F)(F)c1ccccc1/C=N/N1CCN(Cc2ccccc2)CC1
#23 O=C(O)C[C@H]1c2cc(C(F)(F)F)ccc2S(=O)(=O)N1Cc1ccccc1
#24 Cc1ccc(S(=O)(=O)NCc2ccccc2)cc1C(=O)N1CC(C)CC(C)C1 (stereo unspecified)

Screen / compound no. | 17 | 18 | 19 | 20 | 21 | 22 | 23 | 24
GRK2 inh | 0 | 0 | 2 | 1 | 0 | 0 | 0 | 2
AGP1 TOR yeast | 112 | 101 | 86 | 98 | 98 | 98 | 106 | 95
CR mimetic SO | 98 | 92 | 88 | 90 | 106 | 106 | 100 | 103
RPL19A-GFP yeast | 98 | 92 | 101 | 99 | 95 | 97 | 100 | 90
LAP4-GFP MLPCN | 119 | 89 | 99 | 96 | 97 | 93 | 94 | 97
CIT2 TOR yeast | 105 | 99 | 96 | 98 | 92 | 100 | 106 | 91
MEP2 TOR yeast | 107 | 103 | 102 | 94 | 102 | 104 | 103 | 94
VLA-4 inh | 5 | 14 | 18 | -11 | -2 | 17 | 23 | 6

Reprinted: entries 1 to 6
#1 COc1ccc(C)cc1S(=O)(=O)N(CC(N)=O)Cc1ccccc1
#2 Cc1ccccc1C([O-])=Nc1ccc[n+](-c2nc3ccccc3nc2NS(=O)(=O)c2ccccc2)c1
#3 CC1(C)CC(=O)C2=C(C1)N(CC1CCCO1)C(=O)C2(O)C(F)(F)F (stereo unspecified)
#4 COc1ccc(NC(=O)CSc2nc(O)cc(=O)n2-c2ccccc2)cc1
#5 Cc1ccc(NC(=O)Nc2cccc([N+](=O)[O-])c2)cc1F
#6 COc1cc(/C=N/O)cc(Br)c1OCc1cccc(Cl)c1

Screen / compound no. | 1 | 2 | 3 | 4 | 5 | 6
GRK2 inh | 2 | 1 | 0 | 2 | 0 | 0
AGP1 TOR yeast | 100 | 97 | 103 | 97 | 101 | 100
CR mimetic SO | 107 | 99 | 110 | 85 | 106 | 112
RPL19A-GFP yeast | 98 | 101 | 100 | 109 | 103 | 99
LAP4-GFP MLPCN | 100 | 104 | 91 | 71 | 105 | 128
CIT2 TOR yeast | 96 | 102 | 97 | 108 | 102 | 84
MEP2 TOR yeast | 99 | 97 | 100 | 97 | 107 | 115
VLA-4 inh | -23 | 1 | 5 | 6 | 18 | 0

Other results
#25 Cc1nnc(NC(=O)c2ccc3ccccc3n2)s1
#26 O=C(CN1C(=O)C2CC=CCC2C1=O)OCC(=O)c1ccc(Cl)c([N+](=O)[O-])c1 (stereo unspecified)
#27 O/N=C\c1ccccc1Oc1ccc(F)cc1
#28 COc1ccc(N(C(=O)c2snc(C(N)=O)c2N)C(C(=O)NCc2ccc(F)cc2)c2ccc(C)o2)c(OC)c1 (stereo unspecified)
#29 Cc1ccc(S(=O)(=O)N2CCCC2CNC(=O)C(=O)NCCN2CCOCC2)cc1 (stereo unspecified)
#30 CC(C)Nc1ncnc2c1cnn2-c1ccccc1
#31 Cc1cc(NC(=O)CSc2nnc(-c3ccco3)n2N)no1
#32 CSc1ccccc1C(=O)NCCOc1ccccc1C

Screen / compound no. | 25 | 26 | 27 | 28 | 29 | 30 | 31 | 32
GRK2 inh | 0 | 0 | 3 | 0 | 0 | 0 | 4 | 1
AGP1 TOR yeast | 87 | 106 | 113 | 109 | 108 | 96 | 78 | 96
CR mimetic SO | 86 | 123 | 99 | 99 | 118 | 103 | 110 | 95
RPL19A-GFP yeast | 89 | 104 | 105 | 110 | 96 | 92 | 93 | 97
LAP4-GFP MLPCN | 109 | 94 | 100 | 107 | 104 | 115 | 73 | 109
CIT2 TOR yeast | 90 | 97 | 101 | 111 | 83 | 92 | 75 | 85
MEP2 TOR yeast | 104 | 103 | 112 | 112 | 98 | 97 | 96 | 95
VLA-4 inh | 10 | -7 | 6 | 10 | -2 | 18 | -12 | 0

#33 CCCOc1ccc(Cn2c(C)nc([N+](=O)[O-])c2SCC(O)COC)cc1[N+](=O)[O-] (stereo unspecified)
#34 COc1ccccc1C(=O)Nc1cccc(C(=O)N2CCOCC2)c1
#35 Cc1ccc(C(=O)Nc2cccc(-c3cn4ccccc4n3)c2)cc1
#36 CCC(=O)c1c[nH]c(C(=O)NCCc2ccccn2)c1
#37 CC(=O)c1cccc(NC(=O)CSc2nnc(-c3ccc(S(=O)(=O)N4CCCC4)cc3)o2)c1
#38 CC(C)(C)C(O)C(Cc1ccccc1Cl)n1cncn1 (stereo unspecified)
#39 Cc1ccc(N=Nc2c(C)[nH]n(C(N)=S)c2=O)cc1
#40 O=C(CCCn1c(=O)c2cccn2c2cccnc21)N1CCN(c2ccccc2F)CC1

Screen / compound no. | 33 | 34 | 35 | 36 | 37 | 38 | 39 | 40
GRK2 inh | 1 | 0 | 0 | 0 | 0 | 0 | 3 | 0
AGP1 TOR yeast | 101 | 102 | 104 | 96 | 114 | 100 | 93 | 98
CR mimetic SO | 89 | 106 | 110 | 106 | 105 | 182 | 102 | 103
RPL19A-GFP yeast | 99 | 106 | 98 | 93 | 106 | 102 | 100 | 96
LAP4-GFP MLPCN | 105 | 94 | 103 | 90 | 112 | 91 | 107 | 100
CIT2 TOR yeast | 96 | 104 | 94 | 91 | 107 | 101 | . | 101
MEP2 TOR yeast | 107 | 95 | 95 | 89 | 113 | 104 | 105 | 110
VLA-4 inh | -2 | 3 | 9 | 23 | 8 | -1 | -9 | 1

#41 COc1ccc(CC(=O)Nc2ccccc2C(=O)NCCc2ccccc2)cc1
#42 Fc1ccc(CSc2nnc(Cc3sc(-c4ccccc4)nc3-c3ccccc3)o2)cc1
#43 CCN1CCN(C(=O)CS(=O)(=O)Cc2nc(-c3cccc(OC)c3)oc2C)CC1
#44 COc1cccc(C(=O)N2CCCC(CCC(=O)NCc3ccc(F)c(F)c3)C2)c1 (stereo unspecified)
#45 O=C(Cc1ccc(O)cc1)NCCNC(=S)NCc1ccccc1
#46 COc1ccc(OC)c(NC(=O)c2nnn(Cc3ccccc3C)c2N)c1
#47 COCc1[nH][nH]c(=O)c1C=Nc1ccc(Cl)cc1
#48 COc1ccccc1OCCNC(=O)c1ccccc1C

Screen / compound no. | 41 | 42 | 43 | 44 | 45 | 46 | 47 | 48
GRK2 inh | 0 | 0 | 1 | 4 | 0 | 0 | 0 | 2
AGP1 TOR yeast | 96 | 103 | 106 | 99 | 103 | 105 | 95 | 99
CR mimetic SO | 108 | 103 | 93 | 96 | 92 | 113 | 106 | 108
RPL19A-GFP yeast | 100 | 101 | 100 | 93 | 100 | 101 | 97 | 96
LAP4-GFP MLPCN | 89 | 106 | 94 | 98 | 105 | 95 | 96 | 97
CIT2 TOR yeast | 97 | 102 | 103 | 98 | 103 | 99 | 93 | 100
MEP2 TOR yeast | 104 | 103 | 102 | 100 | 93 | 94 | 93 | 98
VLA-4 inh | 9 | -6 | 2 | -4 | 3 | 3 | 17 | 7

#49 COC(=O)c1nnn(-c2nonc2N)c1CN1CCc2ccccc21
#50 COc1cc(/C=N/NC(=O)c2ccncc2)cc(OC)c1OC
#51 Cc1cccc(N2CCN(C(=O)c3nn(C)c4c3CS(=O)(=O)c3ccccc3-4)CC2)c1C
#52 CCOc1ccc(NC(=S)N(C)C)cc1
#53 Nc1nnc(Cc2ccccc2)s1
#54 C[n+]1cn(Cc2ccc(C#N)cc2)c2ccccc21
#55 COc1ccc(C(=O)NCCSc2ccccc2)cc1
#56 CC1Cc2ccccc2N1C(=O)CN(C)CC(=O)Nc1ccc(F)cc1 (stereo unspecified)
#57 CC(C)NC(=O)COc1ccc(OCc2ccccc2)cc1
#58 COc1ccc2c(c1)C1NC(=S)NC(C)(O2)C1C(=O)Nc1ccccc1C (stereo unspecified)
#59 O=C(NCc1ccccc1)C1CCN(S(=O)(=O)c2cccc3cccnc23)CC1

Screen / compound no. | 49 | 50 | 51 | 52 | 53 | 54 | 55 | 56 | 57 | 58 | 59
GRK2 inh | 0 | 1 | 2 | 2 | 5 | 0 | 2 | 1 | 4 | 0 | 4
AGP1 TOR yeast | 101 | 99 | 96 | 104 | 101 | 103 | 93 | 95 | 96 | . | 99
CR mimetic SO | 100 | 105 | 104 | 96 | 135 | 93 | 90 | 99 | 106 | 91 | 105
RPL19A-GFP yeast | 102 | 104 | 95 | 106 | 99 | 100 | 100 | 95 | 101 | 97 | 104
LAP4-GFP MLPCN | 103 | 96 | 109 | 114 | 96 | 97 | 112 | 98 | 106 | 100 | 103
CIT2 TOR yeast | 98 | 104 | 94 | 92 | 93 | 106 | 90 | 96 | 107 | 100 | 90
MEP2 TOR yeast | 102 | 108 | 99 | 108 | 94 | 99 | 101 | 98 | 101 | 107 | 101
VLA-4 inh | 9 | -6 | 2 | 3 | 13 | -8 | 18 | 2 | 20 | -4 | 7
